GPR55 activation – GPR55 agonists via beta-arrestin recruitment, primary screen, imaging, U2OS cells, beta-arrestin-GFP redistribution (AID 1961). U2OS GPR55 beta-arrestin-GFP redistribution imaging; higher % means a stronger effect. activation, % at 10 µM; hits with a dose series show EC50 in µM. 0.048% of 290,000 active;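 active = activation above 40% with more than 50 cells counted in the well; inconclusive = wells holding fewer than 50 cells, flagged as toxic or sparse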;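 also: U2OS osteosarcoma cells stably expressing GPR55 and beta-arrestin-GFP; plate controls were DMSO negative control for no effect and LPI positive control for full effect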
Hep lipid drop – modulators of hepatic lipid droplet formation. AML12 mouse hepatocytes, oleate lipid droplets, BODIPY imaging. inhibition, % at 6.5 µM. 0.4% of 240,000 active;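 active = lipid droplet intensity inhibited by at least 50%, with more than 500 cells counted; inconclusive = wells with under 300 cells, treated as cytotoxic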
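Test system: AML12 hepatocytes (mouse); reagent: oleate loading, 100 µM; dosing: one dose, 6.5 µM compound; incubation: overnight exposure; signal: fluorescence imaging, 20x objective, two fields per well; read-out basis: % inhibition of corrected integrated BODIPY droplet signal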
Large T inhibition – TAg ATPase/helicase activity blockers – biochemical (AID 1903) | inhibition, % at 20 µM; hits with a dose series show IC50 in µM | 0.39% of 310,000 active | SV40 large T antigen ATPase/helicase inhibition assay; higher % means a stronger effect; in the data active = a potency from the dose series; inconclusive = inhibition mostly from about 32% at the one dose, without a potency; inactive = the rest, 99 in 100 with inhibition below about 32%; also: strong numbers were not always called active
NTR1 agonist – NTR1-driven beta-arrestin-GFP spot formation – imaging, U2OS cells, high content, primary screen (AID 493036) | activation, % at 20 µM | agonist mode | 0.17% of 330,000 active | P30989;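 active = activation at or above 40% of the spot to cytoplasm intensity ratio, with at least 20 cells analyzed; inconclusive = wells under 20 cells, flagged as cytotoxic or low count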;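 also: 0% = DMSO without peptide and 100% = 100 nM NTR1 peptide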
Target sequence (P30989 whole entry, looked up): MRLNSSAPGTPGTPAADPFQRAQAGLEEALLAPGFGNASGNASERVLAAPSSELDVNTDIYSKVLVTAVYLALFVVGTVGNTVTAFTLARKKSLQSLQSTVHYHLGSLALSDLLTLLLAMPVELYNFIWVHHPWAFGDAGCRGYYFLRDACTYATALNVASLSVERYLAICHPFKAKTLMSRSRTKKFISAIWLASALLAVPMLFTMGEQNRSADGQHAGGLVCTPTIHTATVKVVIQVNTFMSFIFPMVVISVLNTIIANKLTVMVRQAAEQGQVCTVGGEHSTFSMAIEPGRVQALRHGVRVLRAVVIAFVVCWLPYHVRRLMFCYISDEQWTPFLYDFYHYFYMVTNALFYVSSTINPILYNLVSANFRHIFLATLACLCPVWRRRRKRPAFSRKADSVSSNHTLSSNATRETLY
MgcRacGAP inhibition – MgcRacGAP GTPase-activating activity inhibitors, confirmation, biochemical, ADP Hunter fluorescence. MgcRacGAP-stimulated Rac1 GTP hydrolysis, ADP Hunter fluorescence; higher % means a stronger effect; GST-tagged Rac1 F28L mutant substrate. 0.6% of 340,000 active. inhibition, % at 30 µM, or IC50 in µM where a hit was titrated;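 active = first-screen hits whose inhibition reached a set limit at any dose in the follow-up dose series; inconclusive = inhibition above the set first-screen limit but never retested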;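 also: fluorescence reports GDP produced by GAP-driven GTP hydrolysis; strong numbers were not always called active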
T cell HTS – T cell immune modulation candidate; 2C CD8+ T cell-vesicle binding, flow cytometry; stronger effect = lower value; 0.068% of 330,000 active; calls only at 7 µM;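 active = response, share of CD8 T cells binding vesicles, and their 90th percentile fluorescence all below set limits, cut at about 80% in these data, passing the limit was not always enough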
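Benchmarks: naked versus QL9-loaded vesicles / Assay system: purified 2C TCR transgenic mouse naive CD8+ T cells / Technique: high-throughput flow cytometry with anti-B7-1 and anti-CD8 staining / Timing: Cell–vesicle co-incubation 1.5 h at 37 °C, staining 20 min on ice / Read-out: percent CD8+ FL2 mean versus row control / Probe or stimulus: QL9-loaded Drosophila micro-vesicles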
LYP phosphatase – PTPN22 lymphoid phosphatase activity blockers – biochemical, fluorescence intensity, uHTS (AID 1779); 0.054% of 290,000 active; recombinant LYP phosphatase, fluorescence intensity; higher % means a stronger effect; inhibition, % at 11.5 µM; hits with a dose series show IC50 in µM; in the data active = inhibition above about 50%;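 also: plate controls were vehicle with enzyme for no effect and no enzyme for full effect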
GPR35 arrestin U2OS – inhibition of zaprinast-stimulated GPR35 beta-arrestin translocation – imaging, U2OS, beta-arrestin-GFP, zaprinast agonist, primary screen (AID 2058); U2OS GPR35 beta-arrestin-GFP translocation imaging, zaprinast antagonism; higher % means a stronger effect; inhibition, % at 10 µM, or IC50 in µM where a hit was titrated; 0.052% of 290,000 active;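 active = inhibition of at least 50% with at least 30 cells and total cytoplasm GFP at most 10,000,000; inconclusive = under 30 cells or total GFP of 10,000,000 plus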
GPR55 LPI antagonism – GPR55 antagonists blocking LPI-driven arrestin recruitment, primary screen, imaging, U2OS, beta-arrestin-GFP, LPI agonist (AID 2013); U2OS GPR55 beta-arrestin-GFP translocation imaging, LPI antagonism; higher % means a stronger effect; inhibition, % at 10 µM, or IC50 in µM where a hit was titrated; 0.13% of 290,000 active;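 active = spots per cell inhibited over 60%, with over 100 cells counted and total cytoplasm intensity under 500,000; inconclusive = wells with under 100 cells, flagged as likely toxic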;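 also: U2OS cells stably carrying GPR55 and arrestin-GFP stimulated by 5 µM LPI near EC80; imaged beta-arrestin-GFP aggregate spots per cell after agonist stimulation; plate controls were LPI-stimulated DMSO wells for no effect and DMSO wells without LPI for full effect; some results filed as inactive read as strong as hits; confirmed hits need IC50 under 10 µM and bright autofluorescent wells are also inconclusive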
Hep lipid drop cells 6.5 µM – also measured in Hep lipid drop; calls as there; cell count; measured here: cell count, cytotoxicity flag;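 cells counted across two imaged fields per well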
T cell HTS vesicle-bound % – recorded beside T cell HTS, whose call it bears; double positive events, %; measured here: CD8+ vesicle-bound cell fraction;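 binding gate set so that unloaded-vesicle control wells show 10% double positive cells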
NTR1 agonist cell count 20 µM – second read-out of NTR1 agonist, no call of its own (marks repeat the call); cell count; measured here: cell count, cytotoxicity flag
* hit, by the source's call; i = inactive; ? = inconclusive; / = not tested or not shown.

cpd	SMILES	GPR55 activation	Hep lipid drop	Hep lipid drop cells 6.5 µM	Large T inhibition	NTR1 agonist	NTR1 agonist cell count 20 µM
1	O=c1cc(NCC2CCCO2)[nH]c(=O)n1-c1ccc(Cl)cc1 (centres undefined)	0.9%	15	746	-11%	1.5	39
2	CC(C)CCc1noc(CN2CCC(CCN3CCCC3=O)CC2)n1	0.2%	-2	721	1%	0.3	65
3	NNC(=O)c1cn2ccccc2n1	0.3%	/	/	9%	-0.7	66
4	O=C(NN=C1CCCC1)c1ccc(Br)cc1	-0.1%	/	/	9%	3.1	59
5	O=C(NCc1ccccc1)c1ccc(S(=O)(=O)NCc2ccco2)cc1	-0.1%	-12	732	3%	1.3	52
6	CC(=O)Nc1ccc(NC(=O)CSc2nnc3ccc(-c4ccccn4)nn23)cc1	/	/	/	5%	0.1	64
7	CC(=O)Nc1ccc(/C=C/C(=O)c2ccc3c(c2)OCCO3)cc1	-0.3%	-13	804	7%	1.9	41
8	CCOC(=O)C1CCCN(S(=O)(=O)c2cccc3nsnc23)C1 (centres undefined)	0.1%	1	771	-7%	-0.7	58
9	Cc1cccc(NC(=O)CSc2nnnn2C)n1	-0.1%	/	/	-1%	-1.2	54
10	O=C(COc1ccccc1)N/N=C/c1ccc(O[C@@H]2O[C@H](CO)[C@@H](O)[C@H](O)[C@H]2O)cc1	0.1%	4	639	11%	-1.2	61
11	Cc1ccsc1CNn1cnnc1SCc1ccccc1F	-0.1%	-12	642	10%	-1.0	62
12	O=C1NC(=Nc2ccccc2)SC1(CO)CO	-0.3%	3	832	3%	-0.4	55

cpd	MgcRacGAP inhibition	T cell HTS	T cell HTS vesicle-bound %	LYP phosphatase	GPR35 arrestin U2OS	GPR55 LPI antagonism
1	3%	/	/	-3%	-26%	6%
2	5%	i	28	-10%	-19%	2%
3	-1%	i	27	-4%	5%	-7%
4	5%	i	50	-5%	27%	13%
5	6%	i	16	-13%	11%	5%
6	4%	i	35	/	/	/
7	5%	i	42	-5%	-9%	1%
8	9%	i	15	-7%	0%	11%
9	3%	i	38	-6%	-1%	1%
10	0%	i	34	3%	5%	-12%
11	-1%	i	47	-3%	12%	-3%
12	9%	i	61	-9%	10%	15%

Going on with the list:
cpd	SMILES	GPR55 activation	Hep lipid drop	Hep lipid drop cells 6.5 µM	Large T inhibition	NTR1 agonist	NTR1 agonist cell count 20 µM
13	CNC(=O)/C(=C\c1ccc([N+](=O)[O-])cc1)NC(C)=O	-0.1%	/	/	2%	0.0	63
14	Cc1ccccc1NS(=O)(=O)c1ccc(C(=O)N2CCN(c3ccccn3)CC2)cc1	0.4%	-38	642	10%	0.7	57
15	Cc1cc2c(ncn2C)c(NS(=O)(=O)c2ccc(Cl)cc2)c1C	0.9%	-11	719	-2%	-1.5	79
16	Cc1ccc(C(=O)O)cc1-c1ccc(C=C2C(=O)c3ccccc3C2=O)o1	-0.4%	-10	728	8%	-0.1	42
17	Fc1ccc(-c2nnn(Cc3ccccc3Cl)n2)cc1	-0.2%	/	/	22%	-1.4	85
18	NNC(=O)C1CC1c1ccccc1 (centres undefined)	-0.3%	-16	660	24%	1.0	47
19	CN(C)CCCN(C(=O)COc1ccccc1)c1nc2ccc(F)cc2s1	0.4%	5	673	3%	-1.2	50
20	COc1ccccc1CNc1ncnc2cc(Cl)ccc12	-0.1%	-7	633	0%	/	/
21	O=C(c1ccccc1O)N1N=C(c2ccccc2)CC1(O)C(F)(F)F (centres undefined)	0.0%	-2	720	?	-0.3	63
22	O=C(COc1ccccc1O)c1cccs1	0.4%	/	/	5%	2.5	50
23	COc1ccc(CCC(=O)N2CCN(c3ccc(OC)cc3)CC2)cc1	0.0%	-8	865	/	-0.3	51
24	CCOC(=O)CSc1nc(C)nc2c1sc1nc(C)c(C(C)=O)c(-c3ccc(OC)cc3)c12	1.5%	4	715	1%	3.5	53

cpd	MgcRacGAP inhibition	T cell HTS	T cell HTS vesicle-bound %	LYP phosphatase	GPR35 arrestin U2OS	GPR55 LPI antagonism
13	3%	i	35	1%	1%	7%
14	3%	i	26	-1%	-10%	-3%
15	12%	i	55	-3%	-7%	-15%
16	13%	i	31	-6%	7%	7%
17	3%	i	59	-4%	-8%	-6%
18	6%	i	37	-2%	-3%	8%
19	13%	i	32	-8%	4%	4%
20	6%	/	/	-12%	-3%	-5%
21	8%	i	54	-1%	-18%	2%
22	15%	i	36	-9%	-7%	-1%
23	28%	/	/	-7%	-6%	9%
24	2%	i	41	-7%	8%	12%

Continued; the last 3 above are carried over.
cpd	SMILES	GPR55 activation	Hep lipid drop	Hep lipid drop cells 6.5 µM	Large T inhibition	NTR1 agonist	NTR1 agonist cell count 20 µM
22	O=C(COc1ccccc1O)c1cccs1	0.4%	/	/	5%	2.5	50
23	COc1ccc(CCC(=O)N2CCN(c3ccc(OC)cc3)CC2)cc1	0.0%	-8	865	/	-0.3	51
24	CCOC(=O)CSc1nc(C)nc2c1sc1nc(C)c(C(C)=O)c(-c3ccc(OC)cc3)c12	1.5%	4	715	1%	3.5	53
25	COCCCNc1nc2c(c(=O)[nH]c(=O)n2C)n1CCCc1ccccc1	-0.2%	/	/	8%	-3.7	83
26	O=C(O)c1ccccc1-c1ccccc1C(=O)Nc1cccc(-c2nc3ccccc3o2)c1	-0.1%	0	759	4%	1.4	41
27	CCc1ccc(OCCCCCn2ccnc2)cc1	-0.1%	/	/	3%	0.5	55
28	O=C(CSC1c2ccccc2C(=O)N1c1ccccc1)N1CCOCC1 (centres undefined)	-0.5%	-7	776	-3%	1.6	57
29	COc1ccc2oc3cc(C)[n+]([O-])c(-c4ccc(C)cc4)c3c2c1	-0.4%	11	690	3%	4.7	43
30	COc1ccc(N2C(=O)C(F)(F)C2c2cccc(F)c2)cc1 (centres undefined)	0.8%	4	645	3%	-0.8	32
31	Cc1cc(C(=O)N/N=C/c2ccc(-c3cccc([N+](=O)[O-])c3)o2)n[nH]1	0.1%	-5	777	37%	1.9	64
32	COc1cccc(C2=CC(c3ccc(OC)c(OC)c3OC)n3nnnc3N2)c1 (centres undefined)	0.0%	-22	738	22%	1.9	38
33	O=C(C1=C(O)C(=O)N(Cc2ccco2)C1c1cccc(O)c1)c1ccco1 (centres undefined)	-0.1%	5	806	6%	-1.2	40
34	Cc1ccc2nc(Cl)c(C3CC(c4cccs4)=NN3C(=O)CCCC(=O)O)cc2c1 (centres undefined)	0.1%	10	716	-8%	0.5	80
35	COc1cccc(C(=O)NCCCNC(=O)c2ccccn2)c1	-0.2%	-6	782	-2%	-2.0	49
36	O=C(/C=C/c1cc(Br)ccc1O)c1ccco1	26%	-10	725	21%	47*	51*

cpd	MgcRacGAP inhibition	T cell HTS	T cell HTS vesicle-bound %	LYP phosphatase	GPR35 arrestin U2OS	GPR55 LPI antagonism
22	15%	i	36	-9%	-7%	-1%
23	28%	/	/	-7%	-6%	9%
24	2%	i	41	-7%	8%	12%
25	11%	i	24	0%	1%	8%
26	6%	i	54	4%	-9%	4%
27	21%	i	45	-3%	2%	17%
28	0%	i	6	-7%	-2%	4%
29	4%	i	59	0%	-10%	9%
30	5%	i	53	19%	-9%	10%
31	9%	i	23	-6%	-19%	11%
32	7%	i	27	0%	3%	7%
33	9%	i	33	-7%	11%	-10%
34	-12%	i	25	23%	-1%	15%
35	3%	i	29	-12%	-2%	13%
36	19%	i	35	-1%	7%	35%

Further entries follow.
cpd	SMILES	GPR55 activation	Hep lipid drop	Hep lipid drop cells 6.5 µM	Large T inhibition	NTR1 agonist	NTR1 agonist cell count 20 µM
37	CC(=O)N1CCc2cc(S(=O)(=O)NC(CC(C)C)C(=O)N3CCCC3)ccc21 (centres undefined)	-0.1%	-11	698	13%	0.5	58
38	Nc1c(C(=O)Nn2cnnc2)cc([N+](=O)[O-])cc1[N+](=O)[O-]	-0.2%	3	609	4%	1.1	74
39	COc1ccccc1N(CC(O)CN1C(C)CCCC1C)S(=O)(=O)c1ccccc1 (centres undefined)	0.2%	-1	766	-1%	2.4	38
40	CN(C)S(=O)(=O)N(CC(=O)N1CCOCC1)c1ccccc1	0.1%	/	/	6%	0.5	59
41	CCN(CC)C(=O)CSc1nc2ccccc2c(=O)n1CCC(=O)N1CCN(c2ccccc2)CC1	-0.5%	-14	714	5%	1.0	55
42	Cc1ccc(S(=O)(=O)N2CCN(C(=O)C3CCCC3)CC2)cc1C	0.4%	3	832	15%	3.5	74
43	Cc1c(C(=O)NCCSCc2ccco2)cccc1[N+](=O)[O-]	0.0%	-8	659	8%	-1.8	72
44	COc1ccc2c(n1)Sc1nc3ccccc3nc1N2	0.8%	1	708	7%	/	/
45	COc1ccc(NC(=O)Nc2cccc(Cl)c2Cl)c(OC)n1	-0.4%	-18	671	4%	1.9	53
46	CCOC(=O)C1CCN(Cc2cc(=O)oc3cc(C)ccc23)CC1	-0.1%	/	/	0%	1.1	74
47	CCCCCOC(=O)Cn1c(=O)c2c(nc(N3CCOCC3)n2C)n(C)c1=O	-0.1%	11	822	1%	-1.5	81
48	COc1ccc(NC(=O)Cn2c(=O)n(-c3ccccc3)c(=O)c3sccc32)c(OC)c1	0.7%	-23	583	14%	0.7	66

cpd	MgcRacGAP inhibition	T cell HTS	T cell HTS vesicle-bound %	LYP phosphatase	GPR35 arrestin U2OS	GPR55 LPI antagonism
37	0%	i	30	-9%	-4%	6%
38	/	i	48	3%	10%	11%
39	2%	i	28	-8%	8%	12%
40	3%	i	30	-1%	1%	12%
41	1%	i	30	7%	-5%	-1%
42	-1%	i	32	1%	1%	-2%
43	6%	i	44	-3%	-16%	15%
44	8%	i	27	-3%	9%	39%
45	1%	i	57	-10%	21%	-1%
46	8%	i	24	-6%	0%	5%
47	3%	i	27	-2%	15%	23%
48	16%	i	34	4%	-8%	8%

Source: PubChem BioAssay
